High-throughput results: PubChem, National Center for Advancing Translational Sciences (NCATS)
Glioma ERSR ind = qHTS for Inducers of the Endoplasmic Reticulum Stress Response (ERSR) in Human Glioma: qHTS; U87-MG GRP78 promoter luciferase reporter, 16 h; Potency, µM, for inactives: at the highest dose activation, actives largely listed as activators; 420,000 tested, 0.02% active; AID 602332, 2012; further: potency means the concentration at half of the fitted maximal effect; series mostly up to about 76 µM; % of control where 0% means no effect; nearly all actives have a fitted effect of over 35% in size
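Stably transfected U87-MG human glioma cells carrying a GRP78-based luminescent sensor were seeded at 1000 cells/well, pin-dosed with compounds and incubated 16 h. Luciferase reagent was then added, and end-point luminescence was read after 10 min at room temperature.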
Apoferritin bind = qHTS Assay for Identification of Novel General Anesthetics; Potency, µM (top dose mostly 77.5 µM), inactives show at the highest dose activity change, negative = displacement, most hits filed as inhibitors; 350,000 tested, 0.074% active; Ferritin light chain (Equus caballus), P02791; apoferritin/1-aminoanthracene competitive binding, fluorescence; further: potency means the concentration at half of the fitted maximal effect; on the % scale 0 is the no-effect control and ±100 the full control effect; nearly all actives have a fitted effect of over 20% in size
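Horse-spleen apoferritin (10 uM) in 50% saturated 1-aminoanthracene in PBS was incubated 10 min at room temperature with compound. Fluorescence (ex 380, em 535 nm) was normalized to free and bound 1-AMA, with concentration-response fitted by a four-parameter Hill equation.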
POLI inh = qHTS for Inhibitors of Polymerase Iota; DNA polymerase iota (Homo sapiens), Q9UNA4; Pol iota fluorescent replication assay, 10 min; Potency, µM (doses to about 115 µM), for inactives: at the top dose activity, negative = inhibition, most hits filed as inhibitors; 390,000 tested, 1% active; further: potency means the concentration at half of the fitted maximal effect
Target sequence (Q9UNA4 whole entry, looked up): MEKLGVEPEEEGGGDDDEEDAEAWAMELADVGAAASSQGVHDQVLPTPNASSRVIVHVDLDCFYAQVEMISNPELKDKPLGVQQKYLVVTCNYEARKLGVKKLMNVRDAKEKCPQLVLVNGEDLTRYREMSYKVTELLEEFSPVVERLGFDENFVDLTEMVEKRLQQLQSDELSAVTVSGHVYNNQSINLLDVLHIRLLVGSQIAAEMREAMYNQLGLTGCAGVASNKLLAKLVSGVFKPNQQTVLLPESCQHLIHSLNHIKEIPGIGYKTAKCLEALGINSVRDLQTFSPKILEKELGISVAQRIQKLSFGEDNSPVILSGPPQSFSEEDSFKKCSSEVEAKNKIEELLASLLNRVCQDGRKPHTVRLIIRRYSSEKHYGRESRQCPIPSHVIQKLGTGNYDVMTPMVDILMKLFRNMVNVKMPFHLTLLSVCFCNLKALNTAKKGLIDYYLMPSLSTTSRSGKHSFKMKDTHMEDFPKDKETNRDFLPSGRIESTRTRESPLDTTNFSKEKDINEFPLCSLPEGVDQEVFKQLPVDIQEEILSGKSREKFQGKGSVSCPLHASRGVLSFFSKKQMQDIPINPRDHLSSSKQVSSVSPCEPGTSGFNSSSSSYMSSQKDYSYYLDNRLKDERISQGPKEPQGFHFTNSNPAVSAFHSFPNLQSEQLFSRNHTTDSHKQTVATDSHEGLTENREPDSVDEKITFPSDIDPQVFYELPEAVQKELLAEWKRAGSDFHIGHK
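Fluorescent replication assay read twice, at 0 min and 10 min after adding 50 nM (final) substrate. Enzyme (10 nM) and compounds were first incubated 15 min at room temperature; enzyme-free buffer wells were negative controls.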
APEX1 inh = qHTS Assay for Inhibitors of the Human Apurinic/apyrimidinic Endonuclease 1 (APE1). DNA repair nuclease/redox regulator APEX1 (Homo sapiens), P27695. recombinant APE1, TAMRA/BHQ-2 abasic DNA cleavage fluorescence. Potency, µM (series often up to 65.8 µM), without a hit: top-dose activity change, negative = inhibition, usual class: inhibitors. 350,000 tested, 0.35% active. AID 2517, 2012;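 further: potency means the concentration at half of the fitted maximal effect; plate controls were vehicle for no effect and reference inhibitor for full effect; nearly all actives have a fitted effect of over 55% in size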
Target sequence (P27695 whole entry, looked up): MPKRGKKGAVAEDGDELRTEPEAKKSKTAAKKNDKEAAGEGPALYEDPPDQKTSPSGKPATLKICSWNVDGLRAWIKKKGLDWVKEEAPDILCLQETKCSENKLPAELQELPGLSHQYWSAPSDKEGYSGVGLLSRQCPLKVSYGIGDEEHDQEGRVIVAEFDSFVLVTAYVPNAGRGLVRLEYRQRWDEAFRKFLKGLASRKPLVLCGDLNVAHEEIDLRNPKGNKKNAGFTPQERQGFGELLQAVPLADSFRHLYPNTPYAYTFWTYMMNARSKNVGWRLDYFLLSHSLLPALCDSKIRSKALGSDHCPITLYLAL
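Endonuclease cleavage of a quenched abasic-site DNA duplex (50 nM) by APE1 (0.75 nM) was tracked by TAMRA dequenching. Compounds were preincubated with enzyme 15 min at room temperature; data normalized to buffer-only and DMSO wells plus NSC13755 control.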
POLB inh = qHTS Assay for Inhibitors of DNA Polymerase Beta. AID 485314, 2010. Potency, µM (series often up to 114 µM), for inactives: at the top dose activity change, negative = inhibition, most hits filed as inhibitors. Pol beta primer extension/strand displacement, fluorescence kinetic. 340,000 tested, 1.3% active. P06746; further: potency means the concentration at half of the fitted maximal effect; on the % scale 0 is the no-effect control and ±100 the full control effect
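Preincubation: enzyme (10 nM) with compound, 15 min, RT. Reaction: substrate added to 50 nM final. Reads: 0 and 10 min. Analysis: normalized, Hill fit.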
POLH inh = qHTS for Inhibitors of Polymerase Eta; DNA polymerase eta (Homo sapiens), Q9Y253; Potency, µM (titrated, usually from 114 µM), for the others: at the top dose activity change, negative = inhibition, most hits filed as inhibitors; recombinant Pol eta, fluorescent DNA replication assay; 390,000 tested, 1.2% active; AID 588591, 2011; further: potency means the concentration at half of the fitted maximal effect; on the % scale 0 is the no-effect control and ±100 the full control effect
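Pol eta at 10 nM preincubated with compounds 15 min at room temperature; reaction started with fluorescent substrate (50 nM final) and read kinetically at 0 and 10 min.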
BLM inh = qHTS Assay for Inhibitors of Bloom's syndrome helicase (BLM); recombinant BLM DNA unwinding, fluorescence dequenching; 350,000 tested, 0.2% active; Potency, µM (series often up to 56.1 µM), for the others: top-dose activity change, negative = inhibition, hits mostly inhibitors;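 further: potency means the concentration at half of the fitted maximal effect; plate controls were vehicle for no effect and no enzyme for full effect; nearly all actives have a fitted effect of over 35% in size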
LDHA block = qHTS assay for inhibitors of human lactate dehydrogenase | purified LDHA, NADH/diaphorase-resazurin fluorescence; stronger effect = lower value | activity change, % (values are at about 110 or 230 µM) | 480,000 tested, 0.15% active | AID 1347041, 2019; in the data active means activity change below about -30%; inconclusive means mostly about -25% to -30%;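 further: plate controls were DMSO wells for no effect and wells without enzyme for full effect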
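Resorufin fluorescence (ex540/em590), read at 0 and 20 min after diaphorase/resazurin addition, reports the NADH left after a 5 min room-temperature reaction of 2 nM human LDH5 with 0.06 mM NADH and 0.2 mM pyruvate.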
POLK inh = qHTS for Inhibitors of Polymerase Kappa; 400,000 tested, 0.53% active; Potency, µM (series often up to 107 µM), for inactives: at the highest dose activity, negative = inhibition, actives largely listed as inhibitors; DNA polymerase kappa (Homo sapiens), Q9UBT6; AID 588579, 2011; purified Pol kappa, fluorescent DNA synthesis assay, 10 min; further: potency means the concentration at half of the fitted maximal effect; on the % scale 0 is the no-effect control and ±100 the full control effect
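Kinetic fluorescence screen: compound preincubated 15 min RT with 10 nM enzyme; 50 nM substrate (final) initiates; reads at 0/10 min.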
An asterisk follows results filed as active; ? = inconclusive; · = not tested or not shown; & = joins results of further samples; [ ] = another dose, or the depositor's remark. Unless noted, the call rests on the fitted dose curve; in most records, active means well fitted curve in the direction sought with a large enough effect; inconclusive means small, poorly fitted or top-dose-only effect, or another doubt; inactive means no such curve, though single readings can be large; an effect the other way counts as inactive or inconclusive. Only part of the results is shown; the hit share may differ from the screen's.

SMILES	Glioma ERSR ind	Apoferritin bind	POLI inh	APEX1 inh	POLB inh	POLH inh	BLM inh	LDHA block	POLK inh
Cc1nnc(SCC(=O)N(CC(C)C)c2c(N)n(Cc3ccccc3)c(=O)[nH]c2=O)n1N	-1%	·	14%	-5%	·	-15%	·	-4	-17%
Cc1ccc(/C=N/NC(=O)c2cc(-c3cccnc3)nc3ccccc23)cc1	-6%	-7%	77%[activator]	-2%	1%	-10%	0%	-5	4%
COCC(C)n1c(C)cc(C(=O)COC(=O)c2cccn2C)c1C (stereo unspecified)	-15%	·	-14%	8%	·	-10%	·	0	-13%
CCc1ccccc1Nc1ccc(C(=O)O)cc1N	0%	-8%	?	13%	0%	-11%	0%	12	-6%
COc1cc(NC(=O)c2cc(-c3cccnc3)nc3ccc(C)cc23)c(OC)cc1Cl	·	-10%	·	-1%	3%	·	-1%	·	·
COc1cccc(/C(O)=C2/C(=O)C(=O)N(CCCN(C)C)C2c2cccc(Cl)c2)c1 (stereo unspecified)	·	-13%	·	2%	2%	·	-2%	·	·
CCOCCCN(C(=O)c1snc(C(N)=O)c1N)C(C(=O)NC1CCCC1)c1ccc(O)cc1 (stereo unspecified)	0%	-9%	28%	19%[12.4 µM]	15%	-7%	0%	2	-3%
O=C(CN(Cc1ccco1)C(=O)Cn1nnc(-c2cccs2)n1)NCC1CCCO1 (stereo unspecified)	-5%	-6%	4%	-4%	2%	-12%	-4%	-2	4%
O=C(NCC1CCCO1)c1ccc2ccccc2n1 (stereo unspecified)	2%	-9%	-1%	-3%	32%	2%	-3%	-1	-5%
CCN1CCN(CC(=O)c2c(C)n(C)c3ccc(OC)cc23)CC1	0%	-8%	7%	-2%	5%	-12%	7%	7	5%
O=C(O)CNC(=O)c1ccc2c(c1)OCCO2	0%	-5%	16%	-4%	30%	-18%	0%	-6	-8%
COc1ccc(S(=O)(=O)NCc2ccncc2)cc1NC(=O)c1ccc(Cl)cc1	0%	·	-19%	7%	·	-9%	·	-5	-5%
O=C(CNS(=O)(=O)c1ccc(Cl)cc1)NNC(=O)c1cccnc1	2%	-2%	62%[activator]	-4%	13%	-19%	4%	0	-14%
CCOc1ccc(NC(=O)C2CCCN(c3nc(C)cc(C)n3)C2)cc1 (stereo unspecified)	-1%	4%	4%	3%	36%[activator]	-12%	-2%	-1	-7%
O=C(CCn1c(=O)c2cccn2c2ccc(F)cc21)NCCc1ccccc1Cl	-3%	-12%	14%	·	-19%	-3%	-1%	-7	1%
Cc1ccc2nc(-c3ccc(NC(=O)C(F)(F)F)cc3)sc2c1	-6%	47%[activator]	?	·	-7%	-6%	-7%	-7	-20%
Cc1ccccc1-n1c(=O)cc(N2CCc3ccccc32)[nH]c1=O	-6%	3%	16%	-1%	7%	-4%	-18%	5	12%
Cc1ccccc1OCC(=O)NNC(=O)c1ccc(-c2ccccc2)cc1	-3%	-6%	79µM*	-4%	?	-2%	-4%	-14	-20%
CC(C)(C)c1ccc(/C=N/NC(=O)C[n+]2ccccc2)cc1	-2%	?	10%	27%	14%	-5%	-3%	-15	-9%
O=C(CC1C(=O)NCCN1Cc1cccc(Oc2ccccc2)c1)NCCCn1cccn1 (stereo unspecified)	-3%	-11%	7%	-3%	2%	-5%	-10%	2	3%
O=C(N/N=C/c1ccc(-c2ccc(S(=O)(=O)Nc3ncccn3)cc2)o1)c1cc2ccccc2cc1O	2%	-1%	1.3µM*	?	13µM*	0.89µM*	?	-46*	4.5µM*
COc1ccc(C)cc1S(=O)(=O)N(CC(=O)NCc1ccco1)c1ccc(C)cc1	-3%	-17%	?	12%	0%	-12%	-7%	0	0%
CCN(CC)C(=O)COc1ccc(/C=C(\C#N)S(=O)(=O)c2ccccc2)cc1OC	-1%	-18%	22%	-2%	9%	-1%	-6%	-7	-10%
CC1=NN(c2ccccc2)C(=O)/C1=C/c1cc2cc(C)ccc2nc1N1CCCCC1	·	-21%	·	11%	-17%	·	-9%	·	·
CC1(C)CC(=O)C(CC2=C(O)CC(C)(C)CC2=O)C(=O)C1	-5%	?	29%	21%	18%	2%	-1%	-3	-2%
COc1ccc(CNCCCn2cnc3c(OCc4ccccc4)ncnc32)cc1	-4%	·	29%	·	·	-17%	·	-2	4%
CN(C(=O)Nc1ccc(Cl)c(Cl)c1)c1ccccc1C(=O)O	0%	-13%	127%[activator]	21%	20%	-12%	8%	-8	-10%
COc1ccc2[nH]c(C(=O)Nc3ncc(C)cc3Br)cc2c1	7%	-6%	46%[activator]	0%	-11%	6%	-6%	11	-16%
CCOC(=O)NC1(C(F)(F)F)NC(=O)N(c2ccc(F)cc2)C1=O (stereo unspecified)	11%	-6%	18%	4%	36%	-7%	2%	-7	-10%
CCOC(=O)/C=C/C(=O)Nc1cccc([N+](=O)[O-])c1	-15%	-9%	-13%	7%	7%	-3%	-7%	-2	-8%
O=S(=O)(c1ccc(N2CCCC2c2nc3ccccc3s2)nc1)N1CCOCC1 (stereo unspecified)	-1%	-18%	10%	-2%	-8%	-5%	-5%	-5	-1%
O=C(Cc1ccccc1)NCC(=O)N1CCN(Cc2cccc(Cl)c2)CC1	-1%	·	18%	7%	·	-7%	·	1	7%
COc1ccc(C2/C=C\CN(Cc3ccc(N(C)C)cc3)CC(=O)N2Cc2ccc(F)cc2)cc1 (stereo unspecified)	-2%	-14%	32%	0%	20%	-27%	-7%	1	-2%
Cc1ccc(-c2nc(=O)[nH]c3ccccc23)cc1	0%	69%[activator]	110%[activator]	27%	25%	-5%	-8%	-7	1%
Cc1ccccc1OCC(=O)N1CCCCCCC1	-2%	?	169%[activator]	0%	10%	-17%	-1%	-6	-3%
O=C(Nc1ccc(F)cc1)C1CCCO1 (stereo unspecified)	-6%	-1%	9%	2%	?	-14%	-3%	-5	-6%
CCCSc1nsc(N)n1	3%	-16%	-20%	-1%	1%	-8%	0%	-5	-12%
Cc1ccc(NC(=O)OCCN2CCN(Cc3ccccc3)CCC2=O)cc1	-6%&0%	-7%[110 µM]	-4%	-1%&11%	3%	-20%	-2%[75.6 µM]	-1	0%[60.1 µM]
NC(=O)C1CCN(C(=O)CN(c2cccc(Cl)c2)S(=O)(=O)c2ccccc2)CC1	-4%	-4%	6%	11%	0%	-15%	-1%	-6	-4%
COc1cc(NC2c3ccccc3C(=O)N2Cc2ccccc2Cl)cc(OC)c1OC (stereo unspecified)	-3%	-14%	5%	8%	4%	-20%	2%	-5&0	10%

Complete entries, looked up by structure:
`COc1cc(NC2c3ccccc3C(=O)N2Cc2ccccc2Cl)cc(OC)c1OC` (stereo unspecified) is listed with Glioma ERSR ind = -3%; Apoferritin bind = -14%; POLI inh = 5%; APEX1 inh = 8%; POLB inh = 4%; POLH inh = -20%; BLM inh = 2%; LDHA block = -5&0; POLK inh = 10%
`O=C(Nc1ccc(F)cc1)C1CCCO1` (stereo unspecified) is listed with Glioma ERSR ind = -6%; Apoferritin bind = -1%; POLI inh = 9%; APEX1 inh = 2%; POLB inh = ?; POLH inh = -14%; BLM inh = -3%; LDHA block = -5; POLK inh = -6%

Further results follow:
SMILES	Glioma ERSR ind	Apoferritin bind	POLI inh	APEX1 inh	POLB inh	POLH inh	BLM inh	LDHA block	POLK inh
CCNC(=S)N/N=C(\C)c1ccc2ccccc2c1OC(F)F	0%	-4%	-14%	-2%	1%	?	-6%	1	-3%
CCc1cccc(NC(=O)Cn2c(C(=O)OC)cc3occc32)c1	-1%	5%	17%	·	0%	-8%	-2%	-9	-20%
COc1cc(/C=C/C(=O)OCC(=O)NC(=O)C2COc3ccccc3O2)ccc1OC(F)F (stereo unspecified)	-3%	·	-9%	-10%	·	-24%	·	-1	-29%
Nc1c(-c2nc(-c3ccccc3)no2)nnn1CC(=O)Nc1ccccc1	·	-7%	?	·	?	·	-4%	0	7%
C=CCOC(=O)C(=O)/C=C/c1c(C)n(C)n(-c2ccccc2)c1=O	-2%	-11%	14%	0%	7%	-9%	-1%	2	14%
CC(C)(C)c1ccc(S(=O)(=O)Nc2cccnc2)cc1	-1%	-11%	1%	-2%	?	-6%	-2%	-7	-15%
COc1cccc(C(=O)Nc2ccc3c(cc2=O)[C@@H](NC(C)=O)CCc2cc(OC)c(OC)c(OC)c2-3)c1	-5%	-3%	23%	-13%	11%	-21%	-16%	5	-8%[60.1 µM]
CCOc1ccc(N2C(=O)CC(N(CCc3ccc(S(N)(=O)=O)cc3)C(C)=O)C2=O)cc1 (stereo unspecified)	-6%	-2%	37%[activator]	5%	-14%	1%	0%	-8	-5%
COC(=O)Cc1ccc(OCC(=O)NC2CCCC2)cc1	0%	·	2%	1%	·	-5%	·	-2	-6%
COc1ccc(NC(=O)Cn2cc(C(=O)c3ccccc3OC)c(=O)c3ccc(C)nc32)cc1OC	-2%	0%	18%	·	19%	-11%	-7%	-5	17%
Cc1cc(C)c2[nH]c(=S)cc(C)c2c1	-3%	-5%	0%	2%	6%	-13%	1%	12&-9	-5%
CC(=O)Nc1ccc(NC(=O)C(C)OC(=O)CNS(=O)(=O)c2cccc(Cl)c2)cc1 (stereo unspecified)	-3%	-2%	-19%	-4%	25%	-12%	1%	-2	5%
COc1ccccc1N1CCN(/N=C/C=C/c2ccccc2[N+](=O)[O-])CC1	1%	-13%	12%	-2%	2%	-22%	-11%	0	-8%
Cc1c(C(=O)OCC(=O)N(C)CC(=O)Nc2ccc(F)cc2)oc2ccccc12	-2%	·	?	-5%	·	0%	·	-12	-14%
